Source: PubChem
LYP phosphatase – inhibitors of LYP phosphatase, biochemical, fluorescence intensity, uHTS (AID 1779); Tyrosine-protein phosphatase non-receptor type 22 (Homo sapiens); recombinant LYP phosphatase, fluorescence intensity; higher % means a stronger effect; one-dose inhibition, % at 11.5 µM; IC50 in µM for titrated hits; hit rate 0.054% among 290,000;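 further: plate controls were vehicle with enzyme for no effect and no enzyme for full effect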
TNAP activators – human TNAP enzyme activators, primary screen, biochemical, luminescent, no phosphate acceptor, uHTS (AID 1001); one-dose activation fold at 20 µM; EC50 in µM for titrated hits; hit rate 0.03% among 200,000; Alkaline phosphatase, tissue-nonspecific isozyme (Homo sapiens); purified TNAP, luminescent activation assay, no phosphate acceptor; higher activation fold means a stronger effect; in the data active means activation fold from about 3, or a potency from the dose series; inactive means the rest, 99 in 100 with activation fold below about 1.6; further: many of its hits are not listed in these tables
ER stress rescue – rescue of cells from ER stress-induced death, primary screen, 384-well, CSM14.1, thapsigargin, ATP luminescence (AID 1222); CSM14.1 thapsigargin-induced death rescue, ATP luminescence; higher % means a stronger effect; one-dose cellular ATP content (survival), % at 20 µM; EC50 in µM for titrated hits; 190,000 tested, under 10 active;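 active means EC50 below 50 µM in the dose-response confirmation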;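 further: death triggered by thapsigargin at about 15 µM added after 2 h compound pretreatment; cell ATP read after overnight thapsigargin exposure of roughly 18 to 22 hours; normalized against plate controls of thapsigargin alone and 5% DMSO vehicle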
XIAP antagonists – XIAP antagonists, biochemical, IAP family, fluorescence polarization (AID 1018); hit rate 0.007% among 200,000; XIAP BIR domain, fluorescence polarization peptide displacement; higher % means a stronger effect; displacement, % at 20 µM, or IC50 in µM where a hit was titrated; in the data active means displacement above about 50%; further: a part of the inactive calls stands beside numbers as strong as those of hits
P. falciparum M1AAP – P. falciparum M1AAP inhibitors, biochemical, fluorogenic H-Leu-NHMec substrate, 1536-well (AID 1445); recombinant M1AAP, H-Leu-NHMec fluorogenic kinetic assay; higher % means a stronger effect; one-dose inhibition, % at 30 µM; IC50 in µM for titrated hits; hit rate 0.42% among 220,000;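 active means primary inhibition above the hit cutoff, then over 50% inhibition at one or more dose response concentrations, cut at about 23% in these data, passing the limit was not always enough; inconclusive means conflicting primary data, or primary hits not chosen for dose response; inactive means low primary inhibition, or under 50% at every dose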;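 further: plate controls were DMSO full reaction for no effect and no enzyme background for full effect; strong numbers were not always called active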
P. falciparum M17LAP – P. falciparum M17LAP inhibitors, primary screen, biochemical, fluorogenic H-Leu-NHMec substrate, 1536-well (AID 1619); recombinant M17LAP, H-Leu-NHMec fluorogenic kinetic assay; higher % means a stronger effect; one-dose inhibition, % at 30 µM; IC50 in µM for titrated hits; hit rate 0.38% among 220,000;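 active means compound inhibiting the enzyme by more than half at any dose during confirmatory dose-response retesting; inconclusive means strong single-dose inhibitors picked by rank but not retested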;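 further: plate controls were full reaction with DMSO carrier for no effect and no enzyme background for full effect; strong numbers were not always called active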
human PMI inhibitors – human PMI inhibitors, high substrate, primary screen, biochemical, fluorescence intensity, high mannose 6-phosphate (AID 1220) | recombinant PMI enzyme, coupled fluorescence intensity; higher % means a stronger effect | hit rate 0.66% among 190,000 | inhibition, % at 20 µM; hits with a dose series show IC50 in µM | Mannose-6-phosphate isomerase (Homo sapiens)
Myeloid diff 2 – induction of myeloid progenitor differentiation, primary screen, cell-based, flow cytometry, MLPCN library; hit rate 1% among 360,000; ER-HoxA9 myeloid progenitors, lysozyme-GFP differentiation; calls only at 10 µM; AID 624256, 2012;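 active means normalized GFP-positive differentiation at or above the plate's own cutoff, the solvent-only control mean plus 3 SD; inconclusive means no clear call, values can overlap the other calls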;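 further: cells exposed to compound for four days before flow analysis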
PMI inhibitors – inhibitors of human PMI, primary screen, biochemical, fluorescence intensity, coupled assay (AID 1209). Mannose-6-phosphate isomerase (Homo sapiens). purified PMI enzyme, coupled fluorescence intensity; higher % means a stronger effect. one-dose inhibition, % at 20 µM; IC50 in µM for titrated hits. hit rate 0.42% among 190,000;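 further: plate controls were DMSO vehicle for no effect and wells lacking substrate for full effect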
Myeloid diff 2 GFP+ MAC1+ % – also measured in Myeloid diff 2; calls as there; GFP+ MAC1+ double positive, %; measured here: differentiation confirmed by MAC1 staining
The depositor's hits bear a star; i = inactive; ? = inconclusive; . = not tested or not shown. Unless noted, no stated cut-off is given here; in the data, active means inhibition above about 50%; inactive means the rest.

Under each structure – PMI inhibitors | P. falciparum M1AAP | Myeloid diff 2 GFP+ MAC1+ % | P. falciparum M17LAP | LYP phosphatase | ER stress rescue | human PMI inhibitors | TNAP activators | Myeloid diff 2 | XIAP antagonists
- COc1ccccc1CNC(=O)C1CC(=O)N(c2ccc(C)c(C)c2)C1 (stereo not drawn)
    16.0% | -0.8% | 2.1 | 2.1% | -3.1% | -0.9% | 12.7% | 1 | i | -6.3%
- Cc1ccc(Cn2c(=O)n(CCC(=O)NCc3ccc4c(c3)OCO4)c(=O)c3ccccc32)cc1
    6.1% | 0.3% | 0.7 | 0.1% | -1.9% | -1.2% | -1.9% | 1.3 | i | -4.5%
- CCOC(=O)C1=C(N)OC2=C(C(=O)CCC2)C1c1cccnc1 (stereo not drawn)
    -2.4% | -0.6% | 0.3 | 7.9% | -10.1% | -1.0% | -3.4% | 1 | i | -6.8%
- O=C(NCc1ccco1)C12CC3CC(C1)CC(C(=O)NCc1ccco1)(C3)C2
    1.6% | 6.8% | 2.1 | 5.7% | -2.9% | 1.1% | 1.8% | 1.1 | i | -5.3%
- CC(C)NC(=O)CSc1nc2ccccc2c(=O)n1CCCOC(C)C
    -3.6% | 15.5% | 3.1 | 5.0% | -8.3% | 1.9% | -5.6% | 1.1 | i | -3.4%
- CSc1cccc(NS(=O)(=O)c2ccc3c(c2)oc(=O)n3C)c1
    -4.8% | -5.6% | 1.9 | 2.9% | -2.3% | 0.4% | -3.2% | 1.2 | i | -4.3%
- COc1ccc(C2c3c(oc4c(C)cc(C)cc4c3=O)C(=O)N2Cc2cccnc2)cc1OC (stereo not drawn)
    4.9% | . | . | . | -3.8% | -2.4% | -2.7% | 1.1 | . | -1.4%
- CN(C(=O)COC(=O)c1cc(-c2ccc(Cl)s2)nc2ccccc12)C1CCS(=O)(=O)C1 (stereo not drawn)
    9.2% | 1.5% | 0.4 | -3.2% | -3.7% | -2.8% | 10.0% | 1.1 | i | -0.5%
- CC(COC(=O)c1ccccc1)(COC(=O)c1ccccc1)/[N+]([O-])=C/c1ccccc1
    14.1% | 2.1% | 0.9 | 16.7% | -5.1% | -4.5% | 3.4% | 1 | i | -8.2%
- O=C(c1cnn2ccccc12)N1CCc2ccccc21
    -3.5% | 2.9% | 1.4 | 13.5% | -8.3% | -3.5% | -1.8% | 1.2 | i | -3.0%
- O=C(NCCCN1CCOCC1)C(=O)NCC1CCCO1 (stereo not drawn)
    -2.3% | 0.4% | 0.3 | -4.5% | 2.8% | 1.9% | -12.8% | 1.2 | i | -5.8%
- Cc1ccc(N2C(N)=C(C#N)C(c3cccnc3)C3=C2CCCC3=O)cc1 (stereo not drawn)
    24.9% | 6.5% | 1.0 | -3.0% | -0.3% | -1.7% | 47.7% | 1.1 | i | -5.3%
- CC1CCC(NC(=O)Cn2c(=O)[nH]c3ccsc3c2=O)CC1 (stereo not drawn)
    -8.0% | 3.8% | 1.7 | 18.2% | -6.0% | -0.9% | 3.0% | 1 | i | -5.4%
- S=C(Nc1ccccc1)N1N=CCC1c1ccccc1 (stereo not drawn)
    3.4% | 4.9% | 5.9 | 15.9% | -2.0% | -2.5% | -1.1% | 1.1 | i | -6.3%
- CCn1nc(CC(=O)Nc2ccc(-n3cnnn3)c(OC)c2)c2ccccc2c1=O
    -0.8% | 2.3% | 1.1 | -2.5% | -4.8% | -0.5% | -0.4% | 1.1 | i | -2.5%
- Cc1ccc(S(=O)(=O)Nc2ccccc2C(=O)Nc2sccc2C(=O)NN(C)C)cc1
    -6.5% | 18.9% | 0.6 | -1.4% | -1.6% | -2.8% | 0.4% | 1 | i | -3.0%
- COc1ccc(CCNC(=O)c2n[nH]c3ccccc23)cc1
    -2.1% | 2.6% | 0.1 | -3.0% | 0.2% | 0.7% | -8.7% | 2 | i | -10.7%
- O=C(COc1nc2ccccc2nc1N1CCOCC1)Nc1cccc(S(=O)(=O)N2CCCCC2)c1
    13.7% | 4.3% | 0.7 | 6.5% | 6.9% | 0.1% | 6.6% | 1.1 | i | -9.1%
- N=C1C(=O)OCC1c1ccccc1NC(=O)CN1CCCCC1 (stereo not drawn)
    -9.0% | 3.9% | 0.7 | -11.1% | -5.6% | 1.4% | -7.2% | 1.1 | i | -9.9%
- O=C(C1CC1)N1CCN(S(=O)(=O)c2ccc3c(c2)OCCO3)CC1
    -13.6% | 2.7% | 0.3 | -3.7% | -4.0% | 0.1% | -8.7% | 1 | i | -2.5%
- COc1ccc(NC(=O)N/C=C/c2ccccc2)cc1
    -10.7% | 0.6% | 0.2 | 7.0% | -1.2% | -1.5% | 0.2% | 1.2 | i | -7.3%
- Cc1nn(CC(=O)Nc2ccc3c(c2)nc(CN2CCCC2)n3C)c(=O)c2ccccc12
    15.3% | 0.6% | 7.4 | 15.7% | -8.1% | -0.9% | 13.4% | 1.1 | i | 21.5%
- CC1CC2=C(NC(=S)NC2c2ccccc2F)/C(=C/c2ccccc2F)C1 (stereo not drawn)
    -38.4% | 5.1% | 0.4 | 10.3% | -0.3% | 2.8% | -61.5% | 0.9 | i | -5.2%
- COCC(=O)Nc1cc(C(=O)NCCc2ccccc2)ccc1Cl
    1.0% | -6.2% | 0.4 | -1.0% | 2.1% | -2.9% | 1.0% | 1.1 | i | 0.7%
- C/C(=N\NC(=O)c1sccc1-n1cccc1)c1cccs1
    -4.7% | 2.7% | 0.4 | 5.1% | 4.5% | . | -0.5% | 1.1 | i | -5.2%
- NC(=O)c1ccccc1NC(=O)NC1CCCCC1
    -3.5% | 1.4% | 2.3 | -8.7% | -0.1% | -2.2% | -1.9% | 1.1 | i | -8.7%
- COc1ccc(NC(=S)NCC(c2ccco2)N2CCCC2)cc1 (stereo not drawn)
    8.9% | 2.2% | 0.2 | -1.2% | -7.8% | 0.4% | 11.6% | 1.1 | i | -7.1%
- Cc1ccc(CCNC(=O)CC2Oc3ccc(C)cc3NC2=O)cc1 (stereo not drawn)
    14.2% | 1.6% | 4.0 | 5.8% | -3.9% | . | 15.2% | 1.1 | i | -2.9%
- COc1cc(OC)cc(C(=O)Nc2ccccc2N2CCOCC2)c1
    1.4% | -3.2% | 4.4 | -9.5% | -7.4% | 2.7% | 3.8% | 1.1 | i | -11.3%
- CCCCCc1c(O)nc(SCCN(C)C)[nH]c1=O
    . | 11.0% | 0.0 | -0.4% | -2.2% | . | . | . | i | .

Next section:
Under each structure – PMI inhibitors | P. falciparum M1AAP | Myeloid diff 2 GFP+ MAC1+ % | P. falciparum M17LAP | LYP phosphatase | ER stress rescue | human PMI inhibitors | TNAP activators | Myeloid diff 2 | XIAP antagonists
- Cc1nn(C)c(C(=O)NC2C3CC4CC(C3)CC2C4)c1Cl (stereo not drawn)
    1.7% | 2.2% | 0.0 | 1.9% | -6.6% | -1.5% | -9.0% | 1 | i | -2.2%
- CC1CC(C)CN(c2nc(NCc3ccco3)nc(N)c2[N+](=O)[O-])C1 (stereo not drawn)
    -13.5% | 6.5% | 0.3 | -16.9% | 5.6% | -2.5% | -7.3% | 1 | i | -4.8%
- Cc1ccc(C(=O)Nc2ccccc2-c2ccccc2)o1
    19.4% | 5.5% | 0.7 | -0.5% | -2.1% | 1.1% | 4.7% | 1 | i | 0.9%
- Cn1cc(SCC(=O)Nc2nccs2)c2ccccc21
    3.4% | 3.8% | 1.3 | -3.7% | -0.9% | -1.6% | 1.1% | 0.9 | i | -13.0%
- CS(=O)(=O)N(CC(=O)NC1CCCC1)C1CCCCC1
    0.2% | -1.8% | 0.1 | -5.0% | -2.2% | 0.5% | -8.5% | 1.1 | i | -2.6%
- CO/N=C(\C(=O)O)c1csc(NN=C(C)C)n1
    3.0% | 4.5% | 0.3 | 15.8% | -6.0% | 1.8% | 8.3% | 1.1 | i | -2.5%
- Cc1ccc(Cn2c(CN3CCOCC3)nc3c2c(=O)n(C)c(=O)n3C)cc1
    11.1% | 4.4% | 0.0 | 15.7% | -1.1% | -0.2% | 12.7% | 1.1 | i | -4.9%
- Cc1c(/C=N\NC(=O)c2cc3ccccc3o2)c2ccccc2n1C
    2.6% | -0.6% | . | 5.5% | -0.4% | -1.4% | 1.2% | 1.1 | ? | -6.6%
- Cc1ccc(S(=O)(=O)N2CCN(C(C)C)CC2)cc1
    -4.8% | 0.1% | 0.1 | -0.4% | -9.1% | 1.8% | -4.4% | 1.1 | i | 1.7%
- C=CCn1c(SCc2nc3ccccc3c(=O)[nH]2)nnc1-c1cc2cc(Cl)ccc2o1
    5.8% | 4.5% | 0.5 | 0.4% | 3.8% | -4.7% | 7.7% | 1 | i | -6.4%
- COc1cc(OC)cc(C(=O)N[C@H](C(=O)OCC(=O)Nc2ccc(OC)c(OC)c2)C(C)C)c1
    6.6% | -1.6% | 0.4 | 2.5% | -5.8% | . | 11.1% | 1.1 | i | -8.4%
- CC(C)c1ccc(NC(=O)CN(Cc2ccccc2)S(C)(=O)=O)cc1
    7.5% | 0.8% | 0.3 | 0.1% | -5.9% | -1.6% | 3.0% | 1.1 | i | 0.4%
- CCn1c(COc2ccc(=O)n(-c3ccccc3)n2)nnc1SCc1ccc(OC)cc1
    -2.9% | 11.7% | 1.5 | 6.7% | -2.3% | 5.4% | -3.1% | 1.1 | i | 1.0%
- O=C(COc1ccc(Cl)cc1Cl)NCCCn1ccnc1
    10.3% | 5.0% | 1.1 | 11.8% | -7.1% | 3.5% | 3.8% | 0.9 | i | -2.6%
- Cc1ccc(S(=O)(=O)N2CCOCC2)cc1NC(=O)COC(=O)c1cc(=O)c2ccccc2o1
    -15.8% | -2.8% | 0.2 | -14.2% | 6.8% | 0.2% | -8.9% | 1.1 | i | -1.4%
- CCN(CC)CCCNC(=O)c1cn(C)c2ccc(S(=O)(=O)N(C)C)cc2c1=O
    2.7% | 2.2% | 0.9 | 21.8% | -1.9% | 0.2% | 7.1% | 1.1 | i | -3.0%
- CCN(CC)C(=O)CNc1ccc(C(F)(F)F)cc1[N+](=O)[O-]
    -9.2% | 1.0% | 0.7 | 0.8% | 2.1% | 13.8% | -2.9% | 1 | i | 1.9%

Three of the entries above in order of the Myeloid diff 2 GFP+ MAC1+ % value, smallest number first.
canonical_smiles	PMI inhibitors	P. falciparum M1AAP	Myeloid diff 2 GFP+ MAC1+ %	P. falciparum M17LAP	LYP phosphatase	human PMI inhibitors	TNAP activators	XIAP antagonists
Cc1ccc(Cn2c(CN3CCOCC3)nc3c2c(=O)n(C)c(=O)n3C)cc1	11.1%	4.4%	0.0	15.7%	-1.1%	12.7%	1.1	-4.9%
Cc1ccc(S(=O)(=O)N2CCN(C(C)C)CC2)cc1	-4.8%	0.1%	0.1	-0.4%	-9.1%	-4.4%	1.1	1.7%
COc1cc(OC)cc(C(=O)N[C@H](C(=O)OCC(=O)Nc2ccc(OC)c(OC)c2)C(C)C)c1	6.6%	-1.6%	0.4	2.5%	-5.8%	11.1%	1.1	-8.4%
